mHtt clearance – mutant huntingtin protein clearance. HeLa Exon1htt(103Q)mCFP, aggregate imaging; zero = plate's median compound well. inhibition, % at 1.5 µM. hit rate 0.42% among 47,000;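 active means inhibition of aggregate fluorescence above about 70%, also judged a hit by eye on the cell image, limit read from the data, passing the limit was not always enough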;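 further: cells exposed to compound for three days before fixation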
mHtt clearance grain fraction – further read-out of mHtt clearance, marked with its call; fraction fluorescence in grains; measured here: aggregate grain fluorescence fraction; stronger effect = lower value;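 scaled fraction of total cell fluorescence in grains with unit not stated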
An asterisk follows results filed as active.

| nr | molecule | mHtt clearance | mHtt clearance grain fraction |
| --- | --- | --- | --- |
| 1 | O=C(Nc1ccc(Cl)cc1)N(CCCN1CCOCC1)Cc1cccs1 | 59.4 | 16.6 |
| 2 | CC(C)CCNC(=O)Cn1c(NCCC(C)C)nc2c1c(=O)n(C)c(=O)n2C | 9.1 | 28.1 |
| 3 | CC(C)OCC1CC(CC(=O)NC(=S)Nc2cccc([N+](=O)[O-])c2)C(=O)O1 (stereo not given) | -51.0 | 32.1 |
| 4 | CCNc1ccc(Br)cc(C(=O)/C=C/c2c(Cl)cccc2Cl)c1=O | 34.0 | 13 |
| 5 | Cn1c(NC(=O)c2ccco2)c(-c2ccccc2)c(=O)c2ccccc21 | -4.6 | 38.5 |
| 6 | CCO/N=C(\C)c1c(O)c(CC)c(-c2ccccc2)n(-c2ccccc2)c1=O | 19.3 | 15.5 |
| 7 | COc1ccc(CN2CCN(C(=O)C3CC(=O)N(C4CCCCCC4)C3)CC2)c(OC)c1OC (stereo not given) | 19.4 | 32.5 |
| 8 | CCN1CCN(C(=S)c2ccc(Cl)cc2)CC1 | 4.1 | 18.8 |
| 9 | Cc1nn(C)cc1CNC(=O)Nc1cccc(Cl)c1 | -26.1 | 24.7 |
| 10 | c1ccc(-n2c(SCc3ccncc3)nnc2-c2ccco2)cc1 | -46.7 | 61.9 |
| 11 | Cc1ccccc1OCc1nnc(SCC(=O)Nc2ccc(N3CCOCC3)c(Cl)c2)n1C | 13.4 | 26.6 |
| 12 | O=c1[nH]c(=O)n(Cc2ccccc2)c2c1C(C(F)(F)F)(C(F)(F)F)N=C(c1ccco1)N2 | 7.6 | 35.7 |
| 13 | Cc1cccc(C)c1OCc1nnc(SCC(=O)NCc2ccccc2)o1 | -52.7 | 29.9 |
| 14 | COC(=O)C1=C(C)Nc2nnnn2C1c1cccnc1 (stereo not given) | 4.5 | 19.2 |
| 15 | O=C(NCCCn1ccnc1)C(Cc1ccccc1)N1C(=O)c2ccccc2C1=O (stereo not given) | -30.4 | 44.1 |
| 16 | N#Cc1nc(Cc2cccc3ccccc23)oc1N1CCOCC1 | -4.6 | 21.2 |
| 17 | CCCOC(=O)c1ccc(NC(=O)COC)cc1 | 15.6 | 19.7 |
| 18 | CC1CCN(C2=NC(=O)/C(=C/c3cn(-c4ccccc4)nc3-c3cccc(S(=O)(=O)N(C)C)c3)S2)CC1 | 44.2 | 24.9 |
| 19 | CCCCNc1c2c3c(cccc3n(C)c1=O)C(=O)c1ccccc1-2 | -323.5 | 75.5 |
| 20 | COc1ccc(Nc2ccccc2)c(C)c1 | -55.2 | 29.1 |
| 21 | O=C(CCc1ccccc1)Nc1cc(C(F)(F)F)ccc1Cl | 20.5 | 26.6 |
| 22 | CCOC(=O)CSc1nnc(-c2ccco2)n1-c1ccccc1 | 35.2 | 21.2 |
| 23 | C=CC(O)Cc1c(C)n[nH]c1C (stereo not given) | 14.0 | 37.1 |
| 24 | CC(C)COC(=O)C1[C@H]2C(=O)N(Cc3cccs3)C[C@]23C=C[C@H]1O3 (stereo not given in full) | -23.2 | 24.1 |
| 25 | CCOCCC(=O)Nc1cc(Cl)ccc1OC | 19.9 | 18.9 |
| 26 | C=CCN(C(=O)Cn1ncc2c1-c1cc(C)ccc1OC2)c1ccccc1 | 30.6 | 24.8 |
| 27 | COc1ccc(N2CCN(c3oc(COc4ccc(Cl)cc4)nc3C#N)CC2)cc1 | -79.5 | 56.8 |
| 28 | CCOC(=O)Cc1csc(NC(=O)CSc2nnnn2-c2ccc(C)c(C)c2)n1 | 31.2 | 12.6 |
| 29 | O=S(=O)(Cc1ccc(Cl)cc1)N1CCN(Cc2ccccc2)CC1 | -131.8 | 42.8 |
| 30 | Nc1ccc2oc(CCc3ccccc3)nc2c1 | 39.9 | 21.8 |

Complete entries, looked up by structure. Order of screens: mHtt clearance | mHtt clearance grain fraction
COc1ccc(Nc2ccccc2)c(C)c1 in the list: -55.2 | 29.1
N#Cc1nc(Cc2cccc3ccccc23)oc1N1CCOCC1 in the list: -4.6 | 21.2
Cc1nn(C)cc1CNC(=O)Nc1cccc(Cl)c1 in the list: -26.1 | 24.7

(further entries)
| nr | molecule | mHtt clearance | mHtt clearance grain fraction |
| --- | --- | --- | --- |
| 31 | C/C(=C\C(=O)c1ccc(Br)cc1)NCc1ccccc1 | -45.9 | 29.4 |
| 32 | CC(C)(C)c1ccc(-c2n[nH]c(=S)n2C2CCCC2)cc1 | -24.4 | 29 |
| 33 | CC(C)CC(=O)Nc1cc(NC(=O)CC(C)C)cc(C(=O)NC(C)(C)C)c1 | -11.9 | 26.1 |
| 34 | CCC(C)(C)n1nnnc1C(c1ccc(C)cc1)N1CCC(C)CC1 (stereo not given) | -14.9 | 44.4 |
| 35 | O=C(Cn1nc(Cc2ccncc2)c2ccccc2c1=O)N1CCN(C(=O)c2ccco2)CC1 | -28.7 | 43 |
| 36 | CC(C)(CO)NS(=O)(=O)c1ccc2c(c1)oc(=O)c1cc(S(=O)(=O)NC(C)(C)CO)ccc12 | 21.0 | 13.2 |
| 37 | Cc1ccc(C)c(-n2c(CNc3ccc(F)cc3)nnc2SCC(N)=O)c1 | 5.3 | 31 |
| 38 | Cc1c(-c2nc(N)nc(Nc3ccc(F)cc3)n2)oc2ccccc12 | -27.9 | 24.3 |
| 39 | COc1ccccc1N(CC(=O)NCCc1ccccc1)S(C)(=O)=O | -40.9 | 25.6 |
| 40 | Cc1ccc(NC(=O)C2CCCN(S(=O)(=O)c3cnc[nH]3)C2)cc1F (stereo not given) | 7.0 | 28.7 |
| 41 | CCCCN1C(=O)Cc2c1nc(N)c1c(N)nc(N(CCC)CCC)c(C#N)c21 | 21.5 | 35.1 |
| 42 | O=c1cc(-c2ccccc2F)oc2ccccc12 | 52.7 | 8.86 |
| 43 | O=C(c1cc2nc(-c3ccco3)cc(C(F)(F)F)n2n1)N1CCN(Cc2ccccc2)CC1 | -9.4 | 35.3 |
| 44 | O=C(CCCNS(=O)(=O)c1cccc2nsnc12)NC1CCCCC1 | 9.8 | 15.7 |
| 45 | Cc1cccc(C)c1OCCCCCNCCO | 30.1 | 13.8 |
| 46 | CCCNS(=O)(=O)c1ccc(CCC(=O)N2CCOCC2)cc1 | 0.1 | 20.9 |
| 47 | O=C(NCc1ccccc1)C1CC2CCCC(C1)C2=O (stereo not given) | 26.5 | 15.1 |
| 48 | CN(C)/C=C(/C(=O)c1ccc(Cl)cc1Cl)S(=O)(=O)c1ccccc1 | -22.6 | 25.5 |
| 49 | O=C(NCCCCc1ccccc1)C1CC(c2cccc([N+](=O)[O-])c2)=NO1 (stereo not given) | 4.7 | 37 |
| 50 | O=C(Nc1cccc(C(F)(F)F)c1)c1n[nH]c(Cn2cncn2)n1 | -2.9 | 38.8 |
| 51 | Cc1ccc(C(=O)Nc2nccs2)cc1S(=O)(=O)N1CCCCC1 | 13.4 | 29.3 |
| 52 | O=C(NC(=O)N1CCN(c2ccc(F)cc2)CC1)c1ccccc1 | 47.6 | 10.2 |
| 53 | CCOC(=O)Nc1ccc(S(=O)(=O)Nn2cnnc2)cc1 | -31.6 | 43.7 |
| 54 | CCN(CC)C(=O)CSc1nnc(-c2ccccc2)n1N | -21.8 | 49.1 |
| 55 | O=C(NCc1ccco1)Nc1ccc(Br)cc1Cl | 62.6 | 7.22 |
| 56 | CC(c1cccs1)N(C(=O)Nc1ccccc1)C1CCCCC1 (stereo not given) | -28.3 | 51.2 |
| 57 | Cc1ccccc1OCc1nc2ccc(S(=O)(=O)N3CCOCC3)cc2[nH]1 | -19.6 | 24.1 |
| 58 | CCCCNC(=S)Nc1ccccc1F | -14.3 | 25.2 |
| 59 | CN1C(=O)c2cccc(N(C)C)c2C1=O | -34.9 | 26.4 |
| 60 | CC1(C)Cc2c(sc(NC(=O)c3ccco3)c2C(=O)O)CO1 | -4.4 | 29.1 |

5 of the entries above in order of the mHtt clearance value, descending:
| nr | molecule | mHtt clearance | mHtt clearance grain fraction |
| --- | --- | --- | --- |
| 44 | O=C(CCCNS(=O)(=O)c1cccc2nsnc12)NC1CCCCC1 | 9.8 | 15.7 |
| 57 | Cc1ccccc1OCc1nc2ccc(S(=O)(=O)N3CCOCC3)cc2[nH]1 | -19.6 | 24.1 |
| 54 | CCN(CC)C(=O)CSc1nnc(-c2ccccc2)n1N | -21.8 | 49.1 |
| 48 | CN(C)/C=C(/C(=O)c1ccc(Cl)cc1Cl)S(=O)(=O)c1ccccc1 | -22.6 | 25.5 |
| 32 | CC(C)(C)c1ccc(-c2n[nH]c(=S)n2C2CCCC2)cc1 | -24.4 | 29 |

Additional records.
#	structure	mHtt clearance	mHtt clearance grain fraction
61	O=C(O)C1CC=CCC1C(=O)NC12CC3CC(CC(C3)C1)C2 (stereo not given)	-188.0	53.6
62	Cc1ccccc1OCC(=O)OC1CCN(C)CC1	13.0	34.6
63	O=c1c2ccccc2oc2nc3ccn(Cc4ccncc4)c(=O)c3cc12	-54.4	60
64	Cn1c(=O)c(C(=O)CSc2nncs2)c(N)n(Cc2ccccc2)c1=O	-56.5	32.8
65	CCn1c(C)nc2c1C(=O)c1ccccc1C2=O	-78.7	64
66	COc1ccccc1/C=C/C(=O)c1c2c(c(C)[nH]c1=O)CCCC2	17.4	27.6
67	CN(C)c1ccc(CNC2CC(C)(C)NC(C)(C)C2)cc1	-61.8	27.8
68	CC12CCC(C(=O)Nc3cccc(NC(=O)C45CCC(C)(C(=O)O4)C5(C)C)n3)(OC1=O)C2(C)C	6.0	18.3
69	COCC(C)NCc1ccccc1C (stereo not given)	19.0	30.3
70	CCC(C(=O)N1CCN(c2cccc(Cl)c2)CC1)c1ccccc1 (stereo not given)	18.1	15.7
71	Cc1cccnc1NC(=O)CSc1nnc(Cc2ccccc2)o1	-53.4	26.9
72	CCCCC(c1nnnn1C1CCCC1)N1CCN(C2CCCCC2)CC1 (stereo not given)	-63.8	31.5
73	CCOC(=O)Nc1ccccc1C(=O)N1CCOCC1	-55.9	49.4
74	CC(C)NC(=O)N1CCOCCOCCN(C(=O)NC(C)C)CCOCCOCC1	36.1	27.3
75	CCOC(=O)CCSc1nc(-c2ccc3c(c2)OCO3)cc(C(F)(F)F)c1C#N	-9.3	42.8
76	COC(=O)CN(c1nc(C)cc(OC)n1)S(=O)(=O)c1ccccc1	32.7	13.2
77	CCOP(=O)(c1c(F)c(F)c(F)c(F)c1F)C1(O)CCCCC1 (stereo not given)	14.7	17.6
78	COc1cc(-c2nnc(COc3ccc4ccccc4c3)o2)cc(OC)c1OC	-20.4	24.6
79	Cc1ccc(NC(=O)CC2Oc3ccc(C)cc3NC2=O)cc1 (stereo not given)	-78.8	80.6
80	COC(=O)c1cc2sccc2n1Cc1nc(-c2cccc(Cl)c2)oc1C	-6.9	48.2
81	Cn1nnnc1SCCNC/C=C/c1ccccc1	20.8	15.5
82	CC1CN(C(=O)C2CCCN2S(=O)(=O)c2ccc(Cl)cc2)CC(C)O1 (stereo not given)	18.0	32.9
83	Cc1sc(NC(=O)CSc2nnc(CCNC(=O)c3cccs3)n2C)nc1-c1ccccc1	16.6	16
84	Cn1c(=O)[nH]c(=O)c2c1nc(CN1CCOCC1)n2CCc1ccccc1	31.5	13.5
85	OCc1nnn(-c2cccc(C(F)(F)F)c2)c1CO	-9.3	40.2
86	CCOC(=O)c1nnn(-c2nonc2N)c1CS(=O)(=O)c1ccccc1	-67.9	64.9
87	Cc1cccc(N2C(=O)N(c3ccccc3C)C3CS(=O)(=O)CC32)c1 (stereo not given)	5.7	15.8
88	CC(=O)c1c(C)nc(-c2ccc(Cl)cc2)nc1N=CN(C)C	34.9	24.1
89	O=C(CN1CCN(Cc2ccc(F)cc2Cl)C1=O)NCCCN1CCOCC1	-64.8	50.9
90	O=c1oc2c(CN3CCOCC3)c(O)ccc2c2c1CCC2	-29.1	48.5
91	COc1ccc(NC(=O)C2CC(=O)N(C(C)C)C2)cc1 (stereo not given)	30.5	24.4
92	CCOc1ccccc1N1CCN(S(=O)(=O)c2ccc(Cl)s2)CC1	-54.8	29.9
93	CCCCOCC1CN(c2ccccc2)C(=O)CS1 (stereo not given)	-11.3	20.9
94	O=C(CSc1nnc(-c2ccc(Br)cc2)o1)N1CCN(C(=O)c2ccco2)CC1	27.6	25.4
95	CCOC(=O)c1ccc(NC(=O)c2ccc(CO)c(C(=O)NC3CCN(C(=O)OCC)CC3)c2)cc1	-16.1	36.8
96	CCOc1ccccc1CNC(=O)C1CCN(C(=O)c2sccc2-n2cccc2)CC1	21.7	27
97	O=C(/C=C/c1cccs1)NC(=S)NNC(=O)Cc1cccs1	17.6	16.5
98	COc1cccc(N(CC(=O)N2CCN(C)CC2)S(=O)(=O)c2ccc(C)cc2)c1	-26.5	53.4
99	CCn1c(CNc2ccc(Cl)cc2)nnc1SCCN1CCCCC1	4.8	17.8
100	Cc1occc1C(=O)NCc1ccc2c(c1)OCO2	36.6	24.1
101	Cc1ccc(CCNC(=O)C2CCCN(C(=O)c3cc4sccc4n3C)C2)cc1 (stereo not given)	-8.7	48
102	Cc1ccc(S(=O)(=O)NCC(=O)N(CC(=O)NCc2ccco2)Cc2cccs2)cc1	-32.1	49.7
103	CC1C2=C(CCCC2=O)N(c2cccc3ccccc23)C2=C1C(=O)CCC2	10.5	17.7
104	COc1ccc(CC(=O)Nc2cccc(-c3nnc(-c4ccccc4)o3)c2)cc1OC	-159.9	50.8
105	CC(=O)c1c(C(C)=O)c(C)n(CCCCn2c(C)c(C(C)=O)c(C(C)=O)c2C)c1C	-48.5	27.8
106	O=C(CN1CCN(Cc2ccccc2)CC1)c1ccc(Br)cc1	1.1	21.6
107	CCOC(=O)N1CCC(n2c(=S)[nH]c3cc(OC)c(OC)cc3c2=O)CC1	-9.5	22.1
108	O=C(Cc1cccs1)Nc1cccnc1	-9.9	43
109	COC(=O)C1C(=O)C2=C(CC1C)NC(=O)CC2c1ccc(O)c(OC)c1 (stereo not given)	62.9	7.26
110	Cc1cc2nc(SCCN3CCOCC3)[nH]c2cc1C	9.0	17.5
111	CN1CCCC(OC(=O)COc2ccccc2)C1 (stereo not given)	-3.8	39.8
112	CCCC(=O)Nc1c(C)nn(C(=O)CCC)c1C	9.5	19.4
113	CCn1ncc(Cl)c1C(=O)NC(C)c1ccccc1 (stereo not given)	-45.1	25.9
114	CCOC(=O)CSc1ccc2nnc(-c3cccs3)n2n1	28.2	23.1
115	COc1ccc(-c2noc(N3CCC(C(=O)N4CCN(c5ccccn5)CC4)CC3)n2)cc1	18.0	33.2

Screening data as filed in PubChem BioAssay.

The list is partial; the hit share may differ from the screen's.
